# Screens: PubChem BioAssay, several laboratories
# PDI inh: inhibitors of human PDI, primary screen, biochemical, turbidity, single point, plate reader; Protein disulfide-isomerase (Homo sapiens), P07237; PDI insulin aggregation turbidity, A650, 90 min; inhibition, % at 10 µM; actives 0.052% (n = 350,000); AID 588391, 2011;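 active = mean inhibition across replicates of 30% or more, whatever share of single replicates reach that level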;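 also: absorbance from insulin aggregation driven by PDI reduction with DTT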
# Target sequence (P07237 whole entry, looked up): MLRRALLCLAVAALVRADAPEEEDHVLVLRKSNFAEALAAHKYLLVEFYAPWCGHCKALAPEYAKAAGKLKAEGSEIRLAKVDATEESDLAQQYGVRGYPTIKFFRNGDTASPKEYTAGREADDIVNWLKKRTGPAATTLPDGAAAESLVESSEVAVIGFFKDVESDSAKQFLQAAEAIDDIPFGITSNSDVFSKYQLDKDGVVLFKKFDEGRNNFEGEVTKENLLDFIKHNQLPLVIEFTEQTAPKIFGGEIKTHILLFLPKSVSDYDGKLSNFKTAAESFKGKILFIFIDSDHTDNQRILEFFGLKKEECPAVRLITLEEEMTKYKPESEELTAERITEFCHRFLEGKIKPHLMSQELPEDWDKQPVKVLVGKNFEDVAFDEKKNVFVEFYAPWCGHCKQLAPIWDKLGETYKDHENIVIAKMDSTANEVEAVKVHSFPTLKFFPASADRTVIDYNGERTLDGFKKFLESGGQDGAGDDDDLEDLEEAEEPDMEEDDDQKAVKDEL
# MC4R ag barr: MC4R agonists recruiting beta-arrestin, primary screen, cell-based, luminescence, agonist arm of biased-ligand search | AID 540308, 2011 | U2OS MC4R beta-arrestin complementation; percent of melanotan II response, DMSO zero | activation, % at 8.9 µM | actives 0.98% (n = 360,000);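 active = activation above a per-plate cutoff, the mean activation of sample wells on that plate plus 3 SD, cut at about 8% in these data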
# Target sequence (P32245 whole entry, looked up): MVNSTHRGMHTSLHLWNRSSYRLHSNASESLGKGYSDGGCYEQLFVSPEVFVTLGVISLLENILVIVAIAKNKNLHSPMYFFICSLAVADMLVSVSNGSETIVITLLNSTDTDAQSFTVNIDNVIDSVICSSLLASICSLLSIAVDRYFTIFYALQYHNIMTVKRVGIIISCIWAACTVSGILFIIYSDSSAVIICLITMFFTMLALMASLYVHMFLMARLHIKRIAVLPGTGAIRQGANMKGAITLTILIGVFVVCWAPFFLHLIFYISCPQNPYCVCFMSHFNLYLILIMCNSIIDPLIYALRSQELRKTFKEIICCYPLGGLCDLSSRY
# ABCB6 inh MLPCN: ABCB6 transporter inhibitors, primary screen, K562-ABCB6 cells, flow cytometry, MLPCN library. AID 602162, 2011. ATP-binding cassette sub-family B member 6 (Homo sapiens), Q9NP58. fluorescence ratio to DMSO, % at 10 µM. actives 0.19% (n = 360,000). K562-ABCB6 porphyrin accumulation, 1 h; hits give low values;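 active = fluorescence ratio to DMSO below 75%, the collection mean minus 3 SD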;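 also: signal is porphyrin accumulated inside mitochondria; 100% equals median channel fluorescence of DMSO control wells; lower ratio means ABCB6 inhibition with less porphyrin fluorescence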
# aDG glyco act: activators of alpha-DG glycosylation, primary screen, uHTS, Pro5-aDG cells, AlphaScreen. alpha-DG glycosylation AlphaScreen (IIH6); 0% Pro5, 100% B10-LARGE cell signal. AID 624168, 2012. actives 0.22% (n = 360,000). activation, % at 10 µM;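 active = activation of at least 8% versus controls, or a plate z-score of at least 8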;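 also: Pro5 are CHO cells carrying HIG-tagged alpha-DG that lacks glycosylation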
# N-glyco inh: increase of ERlucT glycosylation luciferase signal, primary screen, N-linked glycosylation inhibitor project, D54 ERlucT cells, luminescence, set 2; reporter increase, % at 12.5 µM; actives 0.23% (n = 360,000); D54 ERlucT glycosylation luciferase reporter, 24 h; percent of 100 nM tunicamycin response; AID 588692, 2011;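 active = mean luciferase reporter signal, scaled so untreated is 0 and the glycosylation-blocking control 100, at or above a set limit in every replicate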;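 also: luciferase carries N-glycosylation sites so blocking glycosylation raises the light; 0% = median of neutral control wells and 100% = median of 100 nM tunicamycin wells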
# Vif inh: HIV Vif self-association inhibitors, primary screen, imaging, HEK293T, single point; inhibition, % at 7.49 µM; AID 602346, 2012; actives 0.35% (n = 340,000); HEK293T cells, Vif self-association by quenched fluorescence, 24 h; in the data active = inhibition above about 50%, passing the limit was not always enough; also: some results filed as inactive read as strong as hits
# CaV13 FRET inh: Primary screen for inhibitors of IQ motif and Ca2+-dependent inactivation inhibitor domain binding in CACNA1D, Förster resonance energy transfer in living cells, …. HEK cells, CFP/YFP FRET ICDI-IQ, plate reader, 10 min; percent FRET-ratio fall versus neutral wells. inhibition, % at 12.3 µM. actives 0.098% (n = 340,000). AID 743397;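 active = mean replicate inhibition of at least 30% and at least 1% of replicates passing that level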;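 also: 0% = median of the neutral control wells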
# Cardio protect: cardioprotection against H2O2-induced cell death, primary screen, uHTS, H9c2 cells, ATPLite luminescence; H9c2 cardiomyocytes, H2O2 injury protection, 2 h; protection from H2O2 cell death, % at 20 µM; actives 0.63% (n = 360,000); AID 588492, 2011;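 active = compounds giving at least 50% protection of heart cells from peroxide-induced death in the single-dose screen, raw or plate-pattern-corrected value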;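 also: 0% = DMSO wells with peroxide and 100% = DMSO wells without peroxide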
# m5-HT2A agonist: mouse Htr2a agonists via beta-arrestin recruitment, primary screen, cell-based, luminescence; activation, % at 7.6 µM; actives 0.66% (n = 360,000); 5-hydroxytryptamine receptor 2A (Mus musculus), P35363; CHO-K1 mHTR2A beta-arrestin complementation; percent of 30 µM serotonin response; AID 624169, 2012;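 active = activation above a run cutoff, the mean activation of all tested compounds plus 3 SD, cut at about 14% in these data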;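 also: 0% = plate median of compound wells and 100% = 30 µM serotonin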
# MC4R antagonist: MC4R antagonists of cAMP signaling, primary screen, cell-based, TR-FRET, antagonist arm of biased-ligand search; inhibition, % at 6.5 µM; MC4R-expressing cells, MTII-stimulated cAMP, LANCE TR-FRET; actives 0.48% (n = 360,000); Melanocortin receptor 4 (Homo sapiens), P32245;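 active = inhibition above its plate's cutoff, the mean of tested wells on that plate plus 3 SD, cut at about 29% in these data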;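 also: 0% = Melanotan II alone and 100% = Melanotan II plus saturating MCL0020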
#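 Assay system: human MC4R-expressing U2OS cells; reagent: Melanotan II stimulation of cells; dosing: 6.5 µM single dose; timing: compound 30 min, challenge 1 h, detection 1 h; signal: TR-FRET cAMP assay; replicates: one well per compound, no replicates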
# Numbers without * were called inactive; x = not tested or not shown.
SMILES,PDI inh,MC4R ag barr,ABCB6 inh MLPCN,aDG glyco act,N-glyco inh,Vif inh,CaV13 FRET inh,Cardio protect,m5-HT2A agonist,MC4R antagonist
Cc1ccc(S(=O)(=O)c2nc(-c3ccccc3Cl)oc2NCCCN2CCOCC2)cc1,2,-0.2,101,-0.4,-4,-12,-11,3,-10,-1
O=C(C=C(O)c1ccc(Cl)cc1)C(=O)NNC(=O)C(O)(c1ccccc1)c1ccccc1,0,-3.7,99,0.2,-10,-7,-6,14,-1,-2
CCc1cccc(C)c1NC(=O)C1CCCN(S(C)(=O)=O)C1 (stereo not drawn),6,-0.7,96,1.0,2,-1,-5,0,0,-3
N#CC(C(=O)Nc1ccc(Cl)cc1)=C1Nc2ccccc2N1,-13,0.0,x,0.0,5,-8,x,-7,-5,-4
Cc1ccc(S(=O)(=O)N(C)C)cc1NC(=O)c1ccccc1SCC(=O)N1CCCC1,-14,-3.6,100,-0.3,6,-1,-2,5,-3,8
CC(=O)c1cccc(NC(=S)Nc2ccn(Cc3cccc4ccccc34)n2)c1,-5,-1.8,100,0.8,-3,0,-8,-5,-1,-1
Cc1c(C(=O)NCCN2CCOCC2)sc2nc(-c3ccc(F)cc3)cn12,-4,-0.8,99,0.2,1,6,-7,0,-4,7
CCCCOC(=O)Nc1ccccc1C(=O)N1CCCC1,-12,0.4,105,0.0,0,-1,-10,-1,2,2
Cc1c(C(=O)N(C)Cc2nc3ccccc3c(=O)[nH]2)oc2ccccc12,-8,-0.7,103,0.0,22,21,-10,6,-4,-3
Cn1c(=N)n(CC(O)c2cccs2)c2ccccc21 (stereo not drawn),-1,-2.4,100,0.2,1,18,-7,-2,-5,7
CCOC(=O)C1(C)CCN1C(=O)c1c(F)cccc1F (stereo not drawn),-1,-1.0,96,-0.2,0,3,-5,3,-1,-1
CCn1c(SCCC(C)C)nnc1-c1c[nH]c2ccccc12,x,0.8,94,0.1,0,-10,-5,-26,-3,8
CCCSc1nc(C)cc(C)c1C(N)=O,4,0.5,97,0.0,2,2,-4,0,-2,3
Cc1ccccc1-c1noc(-c2ccccc2F)n1,4,0.9,102,-0.1,-4,x,-7,-9,3,4
Clc1ccc(-c2ccc(CN3CCCCC3)o2)cc1,19,0.9,99,0.0,-2,13,-19,-6,-2,4
CCOc1cc(/C=N/Nc2cc(C)nc(-n3nc(C)cc3C)n2)ccc1O,4,-0.8,95,-0.2,-4,0,12,-5,-37,-13
COc1ccc(NC(=O)CCCSc2ccccc2)cc1S(N)(=O)=O,0,-1.7,91,-0.1,1,5,-1,-4,-7,1
COc1ccc(C(=O)NC2CCN(CC(=O)NCc3ccccc3F)CC2)cc1,1,-3.3,98,-0.1,0,6,-5,2,4,2
Oc1ccc(-c2nnc(-c3ccc(O)cc3)nn2)cc1,-13,-1.6,95,0.0,-9,3,-6,-8,-2,2
CSc1ccc(CNC(=O)C2Cc3cc(S(=O)(=O)N4CCCC4)ccc3N2C(C)=O)cc1 (stereo not drawn),-5,-1.6,97,0.2,1,2,-7,-3,6,9
Cc1ccccc1C(=O)Nc1ccccc1,-4,-0.5,96,0.1,1,4,-5,-2,0,8
CCOC(=O)CC(=O)CSc1nc2c(c(C)c1C#N)CCC2,2,-1.7,98,-0.2,0,-2,-4,7,1,5
CNC(=O)COC(=O)c1cc(F)c(F)cc1Cl,3,1.6,95,-0.3,-1,3,x,-6,2,-2
N#CC(c1ccccc1)c1ccc(=O)[nH]n1 (stereo not drawn),-13,-0.9,100,1.1,1,-2,-6,8,7,-3
O=C1c2oc3ccccc3c(=O)c2C(c2cccc(F)c2)N1CCCO (stereo not drawn),-2,0.3,103,-0.2,0,11,-7,-1,9,2
CC1CCN(CCC(=O)Nc2ccc(F)c(F)c2)CC1,-1,-0.5,97,-0.1,1,2,-5,-2,-8,-4
S=C(Nc1ccccc1)Nc1ccc2ccccc2c1,-18,0.8,96,0.1,3,5,-6,-10,-7,-13
CCCCN(C)c1c(C)nc2ccc(C(=O)NCCCn3ccnc3)cn12,10,-1.2,77,0.6,-1,1,-5,5,-2,-2
O=C(Nc1cccc2oc(=O)ccc12)c1ccc([N+](=O)[O-])cc1[N+](=O)[O-],10,-1.2,100,4.5,0,2,5,-6,7,4
CCCn1c(C)cc(C(=O)CN2C(=O)c3ccccc3C2=O)c1C,10,0.9,102,0.2,-12,9,3,-8,1,-7
C=CCNc1nc(NCc2ccccc2)c(C#N)c2c1CN(C)CC2,-5,-1.5,98,0.5,4,-1,-5,6,-6,-2
CCOC(=O)C1CCCCN1S(=O)(=O)c1cc2c(cc1C)NC(=O)CO2 (stereo not drawn),x,-0.7,97,0.1,-1,-4,-3,-17,-2,4
CCSc1nnc(-c2sc3nnc(-c4ccccc4)c(-c4ccccc4)c3c2N)o1,1,-1.2,582,0.5,-5,-4,x,3,5,21
CCCc1[nH]nc2c1C(c1ccccc1OCC)C(C#N)=C(N)O2 (stereo not drawn),9,1.1,95,-0.1,2,1,-4,6,-3,6
COc1ccc(CCNCC(O)Cn2c3ccccc3c3ccccc32)cc1OC (stereo not drawn),0,6.2,128,-0.8,-6,-3,-19,0,-2,-8
O=C(CSc1nnc(-c2ccncc2)o1)Nc1cc(F)ccc1F,4,-0.6,104,0.1,-3,x,-2,11,-9,1
Cc1ccc(C)c(Cn2nc3c4ccccc4n(Cc4ccccc4)cc-3c2=O)c1,8,0.5,96,-0.1,-1,0,-18,-5,-7,-6
CCCCn1c(=N)n(CC(=O)c2ccc(Br)s2)c2ccccc21,7,4.3,104,1.8,-11,-1,-5,-25,-7,-3
CCCOP(=O)(c1ccc(N(C)C)cc1)C(O)c1ccc(Cl)cc1 (stereo not drawn),-1,0.5,97,0.0,1,-8,-4,6,-1,9
CCn1c(C)cc(/C=C2/NC(=O)N(c3ccccc3)C2=O)c1C,0,-0.7,107,-0.3,-8,0,-4,-6,-1,-3
CCC(C)c1ccccc1NC(=O)COC(=O)CCc1cc(OC)c(OC)c(OC)c1 (stereo not drawn),15,-2.7,98,-0.1,1,-11,-5,-1,-1,8
CN(C(=O)COC(=O)c1cc(=O)[nH]c2ccccc12)c1ccccc1,-4,-3.5,100,0.7,-2,0,-6,-3,12,-9
COc1ccc(/C=C/C(=O)Nc2nc(C)c(C(=O)N(C)C)s2)cc1,6,-0.2,91,-0.1,0,-5,-4,0,2,10
Cc1nc(S(=O)(=O)c2ccc(Cl)cc2)c(NCc2ccccc2)o1,3,-0.8,89,0.2,2,21,-5,-17,-7,0
CNc1cncc(-c2cccc(O)c2)n1,-2,-2.5,100,-0.1,-1,1,-4,-2,-1,1
CC(=O)N1CCN(C(=O)c2c(-c3ccccc3)noc2C)CC1,-3,-0.6,99,0.1,3,29,-2,-6,-1,-1
CCN1C(=O)[C@H]2[C@@H](c3ccc(OC)cc3)N[C@]3(CCCN(Cc4ccc(C)cc4)C3=O)[C@H]2C1=O,13,2.2,96,0.0,1,-1,-9,3,-1,2
Cc1nnc(SCC(=O)N2CCC(C(=O)Nc3nccs3)CC2)n1Cc1ccccc1,9,-1.9,96,-0.1,2,x,-4,-5,3,6
Cc1cc(C)n(Cc2ccc(C(=O)NCCC3=CCCCC3)o2)n1,2,-0.1,95,0.1,-1,4,-7,-9,0,3
COc1ccc2ccccc2c1CNc1nnnn1C,-7,-2.9,101,-0.4,4,-6,-2,-2,-2,3

# (more compounds)
SMILES,PDI inh,MC4R ag barr,ABCB6 inh MLPCN,aDG glyco act,N-glyco inh,Vif inh,CaV13 FRET inh,Cardio protect,m5-HT2A agonist,MC4R antagonist
CCOC(=O)N1CCN(C(=O)Cn2ncc3c2-c2ccccc2OC3)CC1,x,1.8,105,-0.2,0,x,-3,-5,11,0
CC1CN(C(=O)c2ccc(N3CCCCC3)c([N+](=O)[O-])c2)CC(C)O1 (stereo not drawn),-4,-1.7,89,-0.1,1,-8,-9,-1,-2,-1
COc1ccc(-c2nnc(SC(C)C(=O)NCc3ccc4c(c3)OCO4)n2Cc2ccco2)cc1 (stereo not drawn),-1,-2.7,97,0.1,-1,4,-6,-3,-4,1
COc1ccc(NC(=O)c2ccc(NCCN3C(=O)CCC3=O)c([N+](=O)[O-])c2)cc1,-7,-3.9,103,0.3,-1,0,-5,9,-2,1
O=C(C[C@H]1C/C=C/CC[C@@H](Cc2ccc(F)cc2)C(=O)OC[C@H](c2ccccc2)NC1=O)NCCO,3,-0.3,92,0.0,1,14,-11,3,2,6
CCOc1ccccc1C(=O)Nc1cccc2cccnc12,3,-1.2,102,0.1,3,-5,-4,-10,-4,8
Cn1cc(CC(=O)NC2CCCCC2)c2ccccc21,-3,0.3,100,0.3,-1,1,-7,13,1,9
CN1CCCN(C(=O)CNC(=O)c2ccccc2Br)CC1,17,-0.8,106,-0.2,0,12,-3,3,7,2
CN(Cc1cccc(Cl)c1Cl)C(=O)c1ccccc1SCC(=O)N1CCCC1,0,0.0,95,0.2,-3,-2,-6,16,-14,19
c1ccc(-c2nnc(CN3CCCCC3)o2)cc1,-6,-1.7,98,0.0,-2,7,-13,3,2,11
c1ccc2c(c1)nc1n2C2(N3CCOCC3)CCCC2C1N1CCOCC1 (stereo not drawn),3,-0.9,99,-0.2,-1,10,-6,-1,5,4
O=C(NCC1COc2ccccc2O1)C1CCN(S(=O)(=O)c2cccc3nsnc23)CC1 (stereo not drawn),12,-2.1,100,0.0,-4,10,x,-6,0,-1
Cc1ccccc1Cn1cnc2c(NS(C)(=O)=O)c(C)c(C)cc21,5,-1.4,92,0.2,-1,-14,-4,-14,0,8
CCc1cc2c(-c3ccccc3)cc(=O)oc2cc1OC(C)C(C)=O (stereo not drawn),-4,-1.8,101,-0.2,-4,-1,-19,0,-8,12
COC(=O)[C@@H](NC(=O)Nc1ccc(C(C)=O)cc1)C(C)C,-1,-4.0,105,-0.1,1,-1,-6,1,-1,6
O=C1N=C(N2CCOCC2)S/C1=C/c1ccc(-c2ccccc2Cl)o1,2,-0.7,101,-0.4,-1,38,-4,-6,-3,8
